Bioassay records (PubChem BioAssay)
NR3A LBD binder: binders of NR3A ligand-binding domain, primary screen, biophysical, differential scanning fluorimetry, uHTS; NR3A LBD differential scanning fluorimetry, Tm shift; 0% = protein alone, 100% = glycine-bound protein; 340,000 compounds, 2.5% hits; Tm shift relative to glycine control, % at 25 µM; Glutamate receptor ionotropic, NMDA 3A (GRIN3A) ligand-binding domain;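 active means melting temperature shift of at least 10% of the positive control shift, at one fixed dose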
SENP7 inh: SENP7 protease inhibitors, primary screen, biochemical, luminescence, uHTS | recombinant SENP7, Z-RLRGG-aminoluciferin luminescence, 40 min | AID 434973, 2010 | inhibition, % at 5 µM | 330,000 compounds, 1.5% hits;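 active means inhibition above about 50% at the single test dose, limit read from the data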;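 further: plate controls were DMSO with enzyme for no effect and no enzyme buffer wells for full effect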
SENP6 inh: SENP6 protease inhibitors, primary screen, biochemical, luminescence, uHTS; Recombinant SENP6 catalytic domain, aminoluciferin luminescence; AID 2599, 2010; inhibition, % at 10 µM; 330,000 compounds, 1.8% hits;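 active means inhibition above about 50% at the single tested dose, limit read from the data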;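 further: plate controls were DMSO wells with enzyme for no effect and DMSO wells lacking enzyme for full effect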
SENP8 inh: human SENP8 protease inhibitors, primary screen, biochemical, fluorescence, Nedd8 protein substrate, uHTS; Sentrin-specific protease 8 (Homo sapiens), Q96LD8; recombinant SENP8; inhibition, % at 20 µM; 360,000 compounds, 0.64% hits; in the data active means inhibition mostly above about 40%, no sharp cut-off; inactive means mostly below about 27%
PfG6PD inh: PfG6PD enzyme inhibitors, primary screen, biochemical, fluorescence intensity, uHTS. glucose-6-phosphate dehydrogenase-6-phosphogluconolactonase (Plasmodium falciparum 3D7). PfGluPho enzyme, NADPH resazurin-diaphorase fluorescence. inhibition, % at 20 µM. 350,000 compounds, 0.78% hits;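 active means inhibition reaching at least a set limit at 20 µM in the primary screen, cut at about 59% in these data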;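 further: 0% = DMSO wells with substrate and 100% = DMSO wells lacking glucose-6-phosphate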
ATG4B inh: ATG4B protease inhibitors, primary screen, biochemical, fluorescence, uHTS. ATG4B cleavage of LC3-PLA2, NBD-HPC fluorescence, 1 h. 340,000 compounds, 0.51% hits. inhibition, % at 8.33 µM. AID 504462, 2011; in the data active means inhibition above about 40%
HKDC1 inhibitor: HKDC1 hexokinase inhibitors, primary screen, biochemical, fluorescence, uHTS. Q2TB90. recombinant HKDC1, G6PDH/diaphorase resazurin coupled fluorescence. inhibition, % at 20 µM. 340,000 compounds, 0.16% hits;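 active means inhibition above about 35% when tested at 20 µM, limit read from the data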;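 further: plate controls were DMSO wells with enzyme for no effect and DMSO wells lacking enzyme for full effect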
Target sequence (Q2TB90 whole entry, looked up): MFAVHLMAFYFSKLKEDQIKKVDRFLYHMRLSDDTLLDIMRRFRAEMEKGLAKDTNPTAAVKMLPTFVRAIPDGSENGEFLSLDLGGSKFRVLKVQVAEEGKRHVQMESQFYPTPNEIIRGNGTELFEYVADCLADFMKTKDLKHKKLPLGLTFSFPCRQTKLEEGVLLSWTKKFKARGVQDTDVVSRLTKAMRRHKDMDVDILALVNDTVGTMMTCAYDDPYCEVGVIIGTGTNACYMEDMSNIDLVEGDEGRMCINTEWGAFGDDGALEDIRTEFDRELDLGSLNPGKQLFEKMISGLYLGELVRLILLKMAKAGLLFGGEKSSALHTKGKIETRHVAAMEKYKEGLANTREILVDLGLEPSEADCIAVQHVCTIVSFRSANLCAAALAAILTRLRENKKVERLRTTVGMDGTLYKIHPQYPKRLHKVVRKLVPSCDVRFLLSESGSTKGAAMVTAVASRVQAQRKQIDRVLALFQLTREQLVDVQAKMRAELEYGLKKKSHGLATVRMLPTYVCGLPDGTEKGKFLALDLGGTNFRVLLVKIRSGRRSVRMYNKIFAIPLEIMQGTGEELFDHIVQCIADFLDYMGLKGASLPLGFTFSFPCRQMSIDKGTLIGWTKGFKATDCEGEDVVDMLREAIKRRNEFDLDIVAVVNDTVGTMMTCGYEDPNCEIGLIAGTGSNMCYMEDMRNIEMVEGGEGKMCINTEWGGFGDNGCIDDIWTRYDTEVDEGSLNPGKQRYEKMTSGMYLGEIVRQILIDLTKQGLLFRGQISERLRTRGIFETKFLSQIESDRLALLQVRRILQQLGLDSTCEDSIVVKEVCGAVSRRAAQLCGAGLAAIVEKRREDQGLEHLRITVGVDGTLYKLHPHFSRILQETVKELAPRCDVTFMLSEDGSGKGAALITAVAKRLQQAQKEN
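Assay system: recombinant HKDC1 hexokinase; detection: coupled resazurin fluorescence, excitation 525 nm, emission 613 nm; benchmarks: DMSO-plus-enzyme-mix negative control, buffer-substituted positive control; compound dosing: single 20 µM dose; schedule: 90 min at room temperature in dark; also added: glucose plus 1 mM ATP as hexokinase substrates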
MPTP inh: mitochondrial permeability transition pore inhibitors, primary screen, biochemical, isolated mouse mitochondria, absorbance; AID 602449, 2012; 360,000 compounds, 1.4% hits; inhibition, % at 10 µM; Ca2+ swelling absorbance, 30 min;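 active means inhibition of 50% or more, scaled per plate between neutral and stimulator controls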;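 further: 0% = DMSO wells given calcium and 100% = 1 mM EGTA wells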
Active calls of the source: *; i = inactive; nt = no result given.

compound	NR3A LBD binder	SENP7 inh	SENP6 inh	SENP8 inh	PfG6PD inh	ATG4B inh	HKDC1 inhibitor	MPTP inh
CC(C)(CNC(=O)/C=C/c1ccc(F)cc1)CNC(=O)/C=C/c1ccc(F)cc1	-4	-11	-8	26	23	-5	4	-23
C=CCn1c(SCC(=O)C(C)(C)C)nnc1-c1cccs1	1	-5	-2	2	-6	-2	-8	-0.3
CCN(C[C@H]1N[C@@](Cc2ccccc2)(C(=O)OC)[C@H]2C(=O)N(C)C(=O)[C@@H]12)C(=O)Nc1ccc(Cl)cc1	-4	10	-14	7	-7	-4	-1	0.2
CCOC(=O)c1c(C)[nH]c(C(=O)COC(=O)CCC2CCCC2)c1C	0	-3	1	7	-9	1	-8	-0.7
COc1ccc(CCNC(=O)C2CCCN(S(=O)(=O)N3CCCCCC3)C2)cc1OC (configuration not stated)	3	4	-10	2	-14	-3	-3	1.7
CCS(=O)(=O)N1CCC(c2nc(-c3ccc(C)cc3)no2)CC1	2	0	-4	18	4	-11	-11	-1.5
CCCCCOc1ccc(CSc2ncn[nH]2)cc1	-19	16	65*	-17	2	-5	6	2.7
Cc1nc2cc3nc(C(F)(F)F)[nH]c3cc2[nH]1	-1	6	-1	-7	15	-5	-1	0.4
COc1cc(C(=O)Nc2cc(S(=O)(=O)N3CCOCC3)ccc2N2CCOCC2)cc(OC)c1C	0	nt	nt	-3	16	-14	9	-0.6
O=S(=O)(NC(=NCc1ccccc1)c1ccccc1F)c1ccccc1	-1	3	-9	-1	6	-1	-5	-0.5
CC(=O)Nc1ccc(C(=O)NNC(=O)C2CC2)cc1	-1	10	-14	4	-3	-2	-5	-1.8
COc1ccc(/C=N/Nc2ccc(C(=O)O)cc2)c(OC)c1OC	1	21	-7	-197	-11	-8	-1	1.5
Cc1ccc(C(=O)c2c3ccc(C(F)(F)F)cc3[n+]([O-])n2CCCN)cc1	1	-3	-14	-3	-2	8	1	0.2
Cc1ccc(N(C(C)C(=O)Nc2ccccc2C(=O)N2CCOCC2)S(C)(=O)=O)cc1C (configuration not stated)	0	-5	-12	33	-21	1	-5	-1.0
CCN(C(=S)Nc1cccnc1)c1ccccc1	-1	11	7	12	7	-5	0	-4.0
CCc1ccc(N2CC(C(=O)NC3CC3)CC2=O)cc1 (configuration not stated)	-3	1	-17	-3	-8	1	-1	-1.7
CCOC(=O)N1CCN(C(=O)CSCC(=O)Nc2nc(-c3ccccc3)cs2)CC1	-1	-8	-19	9	4	-3	-8	-0.7
O=C(NC1CCCCC1)C(c1cccnc1)N(C(=O)CCl)c1ccc(F)cc1 (configuration not stated)	2	nt	nt	18	8	5	6	1.5
O=C(CN1CCOCC1)Nc1ccccc1F	-1	3	8	7	2	-6	-2	-0.1
Cc1cc(C(=O)NC(=S)Nc2ccccc2N2CCCC2)ccc1[N+](=O)[O-]	1	2	-2	7	10	-11	-6	0.7
CSc1nnc(-c2ccc(C(F)(F)F)cn2)o1	2	-7	-4	-15	0	2	-9	1.2
Cc1cc(C)c2c(CN3CCC(C)CC3)cc(=O)oc2c1C	-1	1	-8	5	-7	-2	5	0.8
CC1(C)Cc2nc3sc4c(N(CCO)CCO)nnnc4c3cc2CO1	0	-2	2	-438	2	-23	3	-1.8
N#C/C(=C/c1cn(-c2ccccc2)nc1-c1cccc(S(=O)(=O)N2CCOCC2)c1)C(=O)NCc1ccco1	-4	-4	-16	-290	-3	-1	-4	0.8
COc1ccc(NC(=O)NC2(C(=O)N3CCCC(C)C3)CCCCC2)cc1 (configuration not stated)	0	2	-6	17	3	-1	-7	-1.7
COC(=O)CSc1nnc(-c2ccccn2)n1Cc1ccco1	0	4	22	15	-10	-7	-4	-0.9
CCn1c(CNC(=O)C2CCCCC2)cc2ccccc21	-1	22	-9	7	11	3	-4	1.3
C=CCn1c(Sc2nnc(C)s2)nc2c1c(=O)[nH]c(=O)n2C	1	-1	8	15	-5	-3	-2	-0.6
C=C(C)C1CC=C(CN2CCC(O)CC2)CC1 (configuration not stated)	1	4	-8	8	3	-9	-7	-0.5
COCCNC(=S)N1CCc2cc(OC)c(OC)cc2C1COc1ccc(C(C)C)cc1 (configuration not stated)	-8	5	1	-6	25	2	-3	3.7
O=C(c1ccc(Cl)c(S(=O)(=O)N2CCCCC2)c1)N1CCCCC1	-1	-3	-7	-7	13	-1	31	-0.4
COC(=O)[C@]1(Cc2ccccc2)N[C@H](CN(C)C(=O)NC(C)C)[C@@H]2C(=O)N(Cc3ccccc3)C(=O)[C@@H]21	2	-3	-26	18	-2	-2	-4	0.5
COc1ccc(Cc2nnc(NS(C)(=O)=O)s2)cc1	3	3	-1	12	-20	0	0	-2.2
O=C1CCS/C(=N\N=C\c2ccc(Cl)cc2Cl)N1	-1	16	11	23	1	4	2	2.6
Cn1cnnc1SCC(=O)NCc1ccccc1	1	3	0	6	1	-6	-5	0.0
COc1cc(OC)cc(C(=O)Nc2nnc(SCC(=O)NCC3CCCO3)s2)c1 (configuration not stated)	1	-7	2	-35	-3	-3	-2	-0.7
Cc1cccnc1NC(=O)c1csnn1	10*	-5	3	12	-7	0	-5	-0.3
NC(=O)c1oc2ccccc2c1NC(=O)c1ccc([N+](=O)[O-])o1	0	19	-13	28	0	-6	-4	2.5
CCOc1c(Br)ccc2c1sc1nc[nH]c(=O)c12	-4	1	-17	23	-21	-1	1	2.4
Cc1cc(C)nc(CCNC(=O)c2cc(COc3ccc(F)cc3Cl)on2)n1	-1	1	-5	-3	-5	-3	9	0.1
COc1ccc(C(=O)Nc2c(C)ccc3nsnc23)cc1[N+](=O)[O-]	-1	1	-1	-140	-5	-3	14	-1.2
C/C(CC(=O)N1CCN(C=O)CC1)=N\NC(=O)c1ccc([N+](=O)[O-])cc1	0	-2	2	25	-9	1	-12	1.3
COc1ccccc1N1CCN(C(=O)c2cc(-c3ccco3)on2)CC1	-2	-9	-19	6	6	-6	3	0.0
CCOC(=O)C1=C(C)OC(N)=C(C#N)C1c1ccc(OC)c(C)c1OC (configuration not stated)	-4	6	11	8	13	-8	1	0.9
CCC1CCCCN1c1nc(-c2ccncc2)nc2ccccc12 (configuration not stated)	-4	-2	12	-49	-23	7	-5	-0.2
C=CCn1c(SCC(=O)NC2CCS(=O)(=O)C2)nc2sc(CC)cc2c1=O (configuration not stated)	1	2	-6	20	-10	1	-2	-1.4
O=C(O)c1ccc2c(=O)n3c(nc2c1)/C(=C/c1ccc(Cl)c([N+](=O)[O-])c1)CC3	3	0	-8	-11	34	-1	7	-0.1
COc1ccc(S(=O)(=O)Cc2ccc(C(=O)NCC(OC)OC)o2)cc1	0	-2	-20	7	2	-4	-8	0.1

Look-ups from the list:
Reading for CCOC(=O)C1=C(C)OC(N)=C(C#N)C1c1ccc(OC)c(C)c1OC (configuration not stated) in SENP7 inh: 6
Reading for C=CCn1c(SCC(=O)NC2CCS(=O)(=O)C2)nc2sc(CC)cc2c1=O (configuration not stated) in SENP8 inh: 20
Reading for O=C(O)c1ccc2c(=O)n3c(nc2c1)/C(=C/c1ccc(Cl)c([N+](=O)[O-])c1)CC3 in PfG6PD inh: 34

Additional compounds follow.
compound	NR3A LBD binder	SENP7 inh	SENP6 inh	SENP8 inh	PfG6PD inh	ATG4B inh	HKDC1 inhibitor	MPTP inh
CC1CC(C)CN(C(=O)CN2C(=O)NC3(CCCCCC3)C2=O)C1 (configuration not stated)	-2	-10	2	0	-34	-2	8	-1.8
O=C(CCn1nc(-c2ccc(Cl)cc2)c2ccccc2c1=O)NCC1CCCO1 (configuration not stated)	-1	-3	-14	11	-5	-17	0	1.3
Cc1nn(C)cc1/C=C/C(=O)c1ccc(O)cc1	-16	-4	53*	-4	5	-8	10	-0.4
CCOc1ccccc1NC(=O)c1cc(CC(C)C)oc1C	3	4	1	12	5	-3	4	2.2
COc1ccc(C2=CC(c3c(C)nn(-c4ccccc4)c3Cl)n3nnnc3N2)cc1OC (configuration not stated)	-4	-4	-15	i	3	-8	3	1.2
CC1CN(CC(O)COCc2ccc3c(c2)OCO3)CC(C)O1 (configuration not stated)	1	-10	-23	-4	-3	-3	-6	-1.2
Cc1ccc2oc(C(=O)N3CCC(C(N)=O)(N4CCCCC4)CC3)c(C)c2c1	-1	4	-10	8	3	-4	-4	-0.7
O=C(COc1ccc(Cl)cc1Br)NC1CC1	-2	-6	-12	3	-12	1	-2	-0.7
O=C(N/N=C/c1ccc(N2CCOCC2)cc1)c1ccc(NS(=O)(=O)c2cccs2)cc1	-8	-7	-16	-406	8	-1	-5	-2.1
CN(C)CCNc1nc2sc3c(c2c(=O)n1-c1ccccc1)CCCCC3	-1	2	-16	7	10	-13	-2	-2.7
CCCNC(=O)NC(=O)COC(=O)c1ccc(S(=O)(=O)N(C)c2ccccc2OC)cc1	-1	6	4	20	-1	1	-3	-0.6
COc1ccc(-c2nnc3ccc(SCc4ccccc4)nn23)cc1	2	-7	-3	-260	-22	2	16	-1.2
O=C(NCC(c1ccco1)N1CCN(c2ccccc2)CC1)C(=O)NC1CC1 (configuration not stated)	0	4	-5	7	-4	5	-4	0.6
Cc1ccccc1OCC(=O)N/N=C/c1cccn1C	1	-3	-17	-3	2	3	-6	0.4
CC(C)(C)c1nc2cc(Cl)c([N+](=O)[O-])cc2o1	-2	5	0	8	4	6	-1	2.7
O=C(COc1ccc(Cl)cc1)NN=C1CCCCCCC1	-2	-13	-26	7	3	3	-2	1.3
Cc1ccc2c(c1)N(CCCC(=O)NCc1cccnc1)C(=O)CO2	2	-3	-1	10	11	15	-7	-1.6
O=C(O)COc1ccc(/C=N/O)cc1Br	-1	4	-6	10	-10	-17	-7	-2.1
